LANA DNA inh = inhibitors of KSHV LANA C-terminal domain DNA binding; MBP-C-LANA/FAM-LBS DNA binding, fluorescence polarization; inhibition, % at 9 µM; 0.078% of 340,000 active; AID 504423;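 active = highest replicate inhibition at or above 60% at 9 µM, even if other replicates fall short; inactive = all replicates below 60% inhibition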;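 also: 0% = neutral control wells and 100% = 4 µM acridine orange control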
OPRM1-OPRD1 inv = mu-delta opioid heterodimer inverse agonism | cell-based MOR-DOR heterodimer luminescence | inhibition, % at 9.3 µM | 0.21% of 340,000 active | AID 504357; in the data active = inhibition above about 22%, passing the limit was not always enough;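 also: 0% = cells with DMSO and 100% = wells without cells with DMSO; values of inactives mirror those of a sister screen read the other way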
Cardiac RTF inh = cardiac RTF calcium desensitization; IANBD-labeled cardiac RTF, Ca2+ fluorescence; inhibition, % at 7.15 µM; 0.12% of 340,000 active;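 active = inhibition above the mean inhibition of all tested compounds plus 3 SD, cut at about 17% in these data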;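 also: assay run at fixed EC70 calcium of 1.6 mM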
Wnt bcat act = activators of Wnt/beta-catenin signaling; Wnt/beta-catenin reporter cell assay, activator, plate reader; activation, % at 9.35 µM; 1.2% of 300,000 active; AID 743398; in the data active = activation above about 30%, passing the limit was not always enough;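 also: 0% = neutral control wells and 100% = positive control wells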
V-ATPase pHluor = alters yeast V-ATPase proton transport | S. cerevisiae, pHLuorin cytosolic pH fluorescence | 0.37% of 350,000 active | response, % at 10 µM | AID 504577; in the data active = response mostly above about 7.3%, no sharp cut-off; inactive = mostly below about 5.4%; also: actives read high; inactives centre near 0; some compounds called inactive have numbers as strong as hits; reference of the scale not given here
Arr AP2 block = human beta-arrestin and AP2 interaction inhibition; FITC-arrestin peptide / GST-AP2 beads, flow cytometry; AP2 beta2 appendage carries R879A mutation; 0.31% of 340,000 active; inhibition, % at 10 µM;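 active = inhibition above a set limit, near 3 SD of compounds lacking own fluorescence, cut at about 54% in these data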;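 also: plate controls were DMSO wells for no effect and 5 µM unlabelled arrestin peptide for full effect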
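System: GST-AP2 R879A glutathione beads. Medium: PBS with 0.05% Tween 20 and 0.1% BSA. Also added: FITC-arrestin peptide, 50 nM. Incubation: 12 min plus 1 h, RT. Measured by: high-throughput flow cytometry of beads, ex 488, em 535 nm. Evaluation: percent drop in bead-associated FITC signal.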
RTF Ca sens act = cardiac RTF calcium sensitization; IANBD-labeled TnC RTF fluorescence at EC20 calcium; 0% EC20 calcium, 100% full calcium; activation, % at 7.2 µM; P19429+P45379; 0.24% of 340,000 active; AID 493008;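 active = activation above the mean over all tested compounds plus 3 SD, cut at about 30% in these data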;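 also: rise in fluorescence read as greater calcium sensitivity of cardiac thin filaments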
MOR-DOR ag = OPRM1-OPRD1 heterodimerization agonism; P35372+P41143; activation, % at 9.3 µM; 0.3% of 340,000 active; cells, luminescence; AID 504326; in the data active = activation above about 18%;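 also: 0% = vehicle-treated cells and 100% = reference agonist; values of inactives mirror those of a sister screen read the other way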
Keap1-Nrf2 PPI = Keap1-Nrf2 (human) interaction inhibition | Q14145 | Keap1 Kelch-Nrf2 peptide fluorescence polarization, 1536-well | inhibition, % at 9.4 µM | 0.15% of 340,000 active; in the data active = inhibition above about 12%;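 also: human Keap1 Kelch domain with fluorescein labeled Nrf2 9mer peptide probe; 0% = neutral control wells and 100% = peptide positive control; higher means more block of Keap1 binding to Nrf2 peptide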
Pemphigus Ab inh = human desmoglein-3 autoantibody binding inhibition; binding (percent of control), % at 10 µM; 0.48% of 310,000 active; DSG3-coupled beads, scFv-anti-DSG3-GFP binding, flow cytometry; stronger effect = lower value;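 active = binding more than 3 SD below its plate's average and above zero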;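 also: hits lower antibody fragment binding to DSG3; some compounds called inactive have numbers as strong as hits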
Target sequence (P32926 whole entry, looked up, the tested form may be a part): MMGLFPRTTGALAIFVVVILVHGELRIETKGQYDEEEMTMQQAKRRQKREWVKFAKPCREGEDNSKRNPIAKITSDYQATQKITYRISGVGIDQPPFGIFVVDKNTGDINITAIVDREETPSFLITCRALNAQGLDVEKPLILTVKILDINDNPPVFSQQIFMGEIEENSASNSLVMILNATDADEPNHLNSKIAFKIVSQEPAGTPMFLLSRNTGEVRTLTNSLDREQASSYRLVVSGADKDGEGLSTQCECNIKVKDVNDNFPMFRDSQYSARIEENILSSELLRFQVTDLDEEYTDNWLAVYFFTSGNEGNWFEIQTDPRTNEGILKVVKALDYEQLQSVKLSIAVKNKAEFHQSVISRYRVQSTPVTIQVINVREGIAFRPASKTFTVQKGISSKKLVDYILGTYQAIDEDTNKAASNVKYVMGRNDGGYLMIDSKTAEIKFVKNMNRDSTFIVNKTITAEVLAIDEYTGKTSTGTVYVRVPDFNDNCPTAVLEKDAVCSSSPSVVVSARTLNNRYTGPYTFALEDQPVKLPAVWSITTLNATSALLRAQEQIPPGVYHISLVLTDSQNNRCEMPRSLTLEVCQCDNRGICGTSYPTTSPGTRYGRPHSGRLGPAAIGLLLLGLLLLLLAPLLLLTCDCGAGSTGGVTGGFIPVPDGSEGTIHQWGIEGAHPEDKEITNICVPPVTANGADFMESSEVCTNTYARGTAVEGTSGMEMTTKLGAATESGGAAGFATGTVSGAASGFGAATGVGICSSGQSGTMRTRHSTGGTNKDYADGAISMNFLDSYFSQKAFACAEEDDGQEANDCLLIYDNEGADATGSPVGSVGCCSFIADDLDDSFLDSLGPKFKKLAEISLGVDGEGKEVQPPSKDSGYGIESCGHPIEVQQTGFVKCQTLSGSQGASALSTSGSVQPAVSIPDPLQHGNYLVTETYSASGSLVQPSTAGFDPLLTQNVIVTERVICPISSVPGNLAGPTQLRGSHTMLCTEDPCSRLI
Active calls of the source: *; · = not tested or not shown.

SMILES	LANA DNA inh	OPRM1-OPRD1 inv	Cardiac RTF inh	Wnt bcat act	V-ATPase pHluor	Arr AP2 block	RTF Ca sens act	MOR-DOR ag	Keap1-Nrf2 PPI	Pemphigus Ab inh
O=C1C(=O)c2c(C(=O)c3ccccc3)coc2-c2ccccc21	-2.6	-65	1	27	1	16	-22	11	2	83
FC(F)(F)c1cccc(-n2cccc2/C=N/n2cnnc2)c1	-0.5	2	0	·	-5	-3	-1	-0.5	2	97
Cc1cccc(NC(=O)CN(C)S(=O)(=O)c2cnc[nH]2)c1	0.0	13	5	·	1	-15	4	-2.2	-1	107
O=C(CNC(=O)c1ccc(N2CCCC2=O)cc1)Nc1ccc(F)c(F)c1F	6.4	13	-1	-2	0	9	-8	-2.7	-2	95
COc1ccc2[nH]c3nc(SC(C)C)nnc3c2c1	1.7	0	-9	·	-1	-15	1	0.0	-1	99
O=C(CCCCCN1C(=O)C2C3C=CC(C3)C2C1=O)Nc1nccs1 (centres undefined)	-0.5	14	3	0	-2	-6	-5	-2.8	-2	103
Cc1ccc(Sc2ncccc2C(=O)O)cc1C	-0.2	9	8	-2	-1	-13	-1	-1.6	2	121
COCCn1c(SCC(=O)Nc2cccc(C)n2)nnc1-c1ccco1	-1.4	7	-4	-1	0	4	1	-1.4	-5	106
Cc1cccc(C(=O)N/N=C/c2ccc(OC3CSC3)cc2)c1	1.1	-3	-14	1	-3	-1	-14	0.6	0	111
c1ccc(CNc2ncnc3scc(-c4cccs4)c23)nc1	0.8	-5	-5	-1	3	1	7	0.9	-4	103
Cc1ccc(NC(=O)c2cc(CC(C)C)nc3ccccc23)cc1	-0.4	-15	-2	-12	0	16	0	3.3	-3	100
COc1cc(NC(=S)N2CCN(C(=O)c3ccco3)CC2)c(OC)cc1Cl	1.5	14	-19	·	2	-3	14	-2.6	-9	104
Nc1nc(N)c(N=Nc2ccccc2)c(=O)[nH]1	1.2	17	5	8	1	-3	-4	-3.4	-3	96
CN(CC(=O)Nc1ccc(Cl)c(C(F)(F)F)c1)C(=O)CC1Sc2ccccc2NC1=O (centres undefined)	0.3	-17	0	-2	1	-14	1	3.1	-4	105
O=C(Nc1ncccc1Cl)C(Sc1ccccc1)c1ccccc1 (centres undefined)	0.5	-1	-3	·	-2	-3	-3	0.2	-1	95
Cc1cc(C)c(NC(=O)CN2C(=O)NC(CCc3ccccc3)C2=O)c(C)c1 (centres undefined)	0.6	2	2	-3	0	22	7	-0.4	-4	107
CN(C)c1ccc(CNc2ccc3c(c2)ncn3C(C)(C)C)cc1	0.9	-1	-4	-3	-2	0	-7	0.1	-5	95
CCOP(=O)(c1ccc(N(C)C)cc1)C(O)c1cccnc1 (centres undefined)	0.1	14	2	2	1	4	7	-2.8	-2	·
CCCCCNC(=O)C1CC(=O)OC12CCCCC2 (centres undefined)	-1.0	20	-1	0	-1	39	4	-3.8	-1	100
CC1(C)CCCN(C(=O)c2coc(=O)c(Br)c2)C1	64*	17	22*	·	-3	1	-17	-2.9	-4	97
C=C(C)Cn1cnc2cc(C)c(C)cc21	-1.3	-15	2	-1	4	8	3	3.2	0	95
CC(=O)Nc1c(C(=O)O)[nH]c2ccccc12	1.0	9	0	·	0	-3	-2	-1.6	-2	101
COc1ccc(Cl)cc1C(=O)N/N=C/c1ccc(N2CCOCC2)cc1	0.9	-3	-5	0	6	-32	0	0.7	-3	106
Cc1cccc(NC(=O)C2CCCN2C(=O)NC2CCCCC2)c1 (centres undefined)	-1.2	11	-5	-1	-2	-5	3	-2.0	0	99
O=C(COc1ccc([N+](=O)[O-])cc1)NCc1ccccc1	0.7	7	-3	1	0	5	-8	-1.1	2	99
SMILES	LANA DNA inh	OPRM1-OPRD1 inv	Cardiac RTF inh	Wnt bcat act	V-ATPase pHluor	Arr AP2 block	RTF Ca sens act	MOR-DOR ag	Keap1-Nrf2 PPI	Pemphigus Ab inh
CCOc1ccc(/C(CCC(=O)O)=N/NC(=O)c2cccc(S(=O)(=O)Nc3ccccc3OC)c2)cc1	-2.9	-5	2	3	7	-9	9	1.0	-1	130
CC(/C=C/c1ccco1)=N/NC(=O)OC(C)(C)C	0.3	3	-16	57*	3	8	0	-0.4	0	104
O=C(Nc1nnc(C2CC2)s1)c1ccccn1	1.1	23	2	3	1	-5	-3	-4.4	-5	102
Cc1ccc(Cn2c(SCC(C)C)nc3c2c(=O)n(C)c(=O)n3C)cc1	0.7	-26	2	-7	4	1	5	5.1	1	·
CCn1c(C)nc2cc(C(=O)NNS(=O)(=O)c3c(C)c(C)cc(C)c3C)ccc21	0.0	12	-11	-2	0	-6	0	-2.4	9	99
CC(O)/C=C/c1cccc[n+]1C (centres undefined)	1.7	10	-14	-2	-3	-9	-3	-1.8	2	101
CC(=O)C1CCC2C3CCC4=CC(=O)CC[C@]4(C)[C@@]3(F)C(O)C[C@]12C (some centres undefined)	-0.5	17	2	-1	-3	30	1	-3.6	-1	108
CCOC(=O)C(NC(C)=O)C(O)c1ccc([N+](=O)[O-])cc1 (centres undefined)	-1.1	4	-2	-1	-3	10	-5	-0.8	-2	100
CC(C)C[C@H]1CNC(=S)N1CC1CCCN1C[C@H](Cc1ccc(O)cc1)N1C[C@H](Cc2ccccc2)N(CC2CCCCC2)C1=S (some centres undefined)	1.8	4	-3	-9	0	10	6	-0.9	-4	96
Cc1ccc2[nH]c(=O)c(-c3nc4cc(C)ccn4c3NCc3ccco3)cc2c1	-0.1	-21	-4	·	2	0	0	4.8	-2	105
c1ccc2c(c1)Cc1ccccc1O2	-1.3	10	5	5	1	37	-4	-1.9	-2	·
CC1C(=O)N2CCCc3cc(NS(=O)(=O)c4ccccc4)cc1c32 (centres undefined)	1.3	5	-9	3	-3	-7	0	-0.8	3	99
C=CCNC(=O)COC(=O)c1ccc(Sc2nncn2C)c([N+](=O)[O-])c1	-2.1	-7	1	0	0	17	-4	1.2	-6	93
Cc1c(C)[n+](=O)c(-c2cccs2)c(C)n1[O-]	4.1	5	-5	·	6	14	-2	-0.8	1	93
CC(=O)NS(=O)(=O)c1ccc(N=NN2CCOCC2)cc1	-0.6	16	-11	-1	4	2	4	-3.1	0	94
Cc1cccc(C(=O)N2CCc3c([nH]c4ccccc34)C2CC(C)C)n1 (centres undefined)	-0.8	13	5	10	0	-2	3	-2.2	-1	106
O=Cc1cn(CCC(=O)O)nc1-c1cccc(Br)c1	-0.7	-1	-8	0	0	-30	8	0.2	-1	103
Cc1cc(C)c(S(=O)(=O)N2CCCOC2CNC(=O)C(=O)NCc2ccco2)c(C)c1 (centres undefined)	1.0	8	-3	-2	1	3	1	-1.5	0	·
O=C(Cc1ccccc1)NCC(=O)OCc1ccc([N+](=O)[O-])cc1	-1.0	3	5	-4	2	30	4	-0.6	0	106
COc1cccc2cc(-c3ccnc(N)n3)oc12	0.9	16	-8	5	-3	2	-3	-3.3	-2	102
COc1ccc(OC)c(CN2CCN(C(=O)CNC(=O)c3cc(C)cc(C)c3)CC2)c1	2.2	21	-2	-1	2	-8	-4	-5.2	-6	·
COCCCNC(=O)CCc1c(C)c2cc3c(C)coc3cc2oc1=O	1.0	13	-1	0	3	-7	-1	-2.6	-3	95
O=C(Nc1ccc(NC(=O)C23CC4CC(CC(C4)C2)C3)cc1)c1cc(F)c(F)cc1Cl	0.3	11	2	-11	1	-2	-7	-1.7	-2	86
Cc1cc(-c2ccccc2)c2c3c(cn2n1)c(=O)n(C)c(=O)n3C	1.9	10	2	-3	0	-3	0	-1.9	-4	100
Cc1ccc(CC2(OCCN(C)C)CCC(C(C)(C)C)CC2)cc1 (centres undefined)	-0.6	-63	-3	7	2	12	1	14	7	103
CCN(CC(=O)Nc1ccc(NC(C)=O)cc1)C(=O)c1cccc(Oc2ccccc2)c1	0.7	10	-3	-4	0	-3	-4	-2.0	2	99
O=C(O)C1CCCCC1C(=O)NCc1ccncc1 (centres undefined)	1.4	9	-5	0	1	3	-6	-1.7	-5	101
Clc1ccccc1CNc1nc2ccccc2n2cnnc12	2.3	-11	2	-1	-1	37	2	2.2	2	98
CC(C)Oc1ccc(C(CC(=O)O)NC(=O)c2cccs2)cc1 (centres undefined)	-0.5	2	-7	·	-5	-1	-1	-0.4	2	93
Cc1cc(NC(=O)c2ccc(F)cc2F)n(-c2nc3ccccc3[nH]2)n1	0.9	6	1	-3	-5	12	2	-1.2	-2	93

In the list so far, these contain a halogen.
SMILES	LANA DNA inh	OPRM1-OPRD1 inv	Cardiac RTF inh	Wnt bcat act	V-ATPase pHluor	Arr AP2 block	RTF Ca sens act	MOR-DOR ag	Keap1-Nrf2 PPI	Pemphigus Ab inh
FC(F)(F)c1cccc(-n2cccc2/C=N/n2cnnc2)c1	-0.5	2	0	·	-5	-3	-1	-0.5	2	97
O=C(CNC(=O)c1ccc(N2CCCC2=O)cc1)Nc1ccc(F)c(F)c1F	6.4	13	-1	-2	0	9	-8	-2.7	-2	95
COc1cc(NC(=S)N2CCN(C(=O)c3ccco3)CC2)c(OC)cc1Cl	1.5	14	-19	·	2	-3	14	-2.6	-9	104
CN(CC(=O)Nc1ccc(Cl)c(C(F)(F)F)c1)C(=O)CC1Sc2ccccc2NC1=O (centres undefined)	0.3	-17	0	-2	1	-14	1	3.1	-4	105
O=C(Nc1ncccc1Cl)C(Sc1ccccc1)c1ccccc1 (centres undefined)	0.5	-1	-3	·	-2	-3	-3	0.2	-1	95
CC1(C)CCCN(C(=O)c2coc(=O)c(Br)c2)C1	64*	17	22*	·	-3	1	-17	-2.9	-4	97
COc1ccc(Cl)cc1C(=O)N/N=C/c1ccc(N2CCOCC2)cc1	0.9	-3	-5	0	6	-32	0	0.7	-3	106
CC(=O)C1CCC2C3CCC4=CC(=O)CC[C@]4(C)[C@@]3(F)C(O)C[C@]12C (some centres undefined)	-0.5	17	2	-1	-3	30	1	-3.6	-1	108
O=Cc1cn(CCC(=O)O)nc1-c1cccc(Br)c1	-0.7	-1	-8	0	0	-30	8	0.2	-1	103
O=C(Nc1ccc(NC(=O)C23CC4CC(CC(C4)C2)C3)cc1)c1cc(F)c(F)cc1Cl	0.3	11	2	-11	1	-2	-7	-1.7	-2	86
Clc1ccccc1CNc1nc2ccccc2n2cnnc12	2.3	-11	2	-1	-1	37	2	2.2	2	98
Cc1cc(NC(=O)c2ccc(F)cc2F)n(-c2nc3ccccc3[nH]2)n1	0.9	6	1	-3	-5	12	2	-1.2	-2	93

LANA DNA inh, hit marks shown above.
Molecule,LANA DNA inh,OPRM1-OPRD1 inv,Wnt bcat act,V-ATPase pHluor,Arr AP2 block,MOR-DOR ag,Keap1-Nrf2 PPI,Pemphigus Ab inh
CC1(C)CCCN(C(=O)c2coc(=O)c(Br)c2)C1,64*,17,·,-3,1,-2.9,-4,97

Source: PubChem

Rows were taken by chance. About 3.1% of those tested had a hit in this group.
